Compound activity from PubChem BioAssay.
Tn6 DDE FP – disrupts Tn6 cyclic peptide binding to fibrin D-Dimer-E complex. P02675. Fibrin DD(E) TRITC-Tn6 fluorescence polarization displacement. inhibition, % at 8.3 µM. 370,000 tested, 0.21% active;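 active = inhibition above a per-campaign cutoff: mean of compounds within control limits plus 3 SD, cut at about 15% in these data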;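 also: 0% = median of all compound wells on the plate and 100% = blocking peptide control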
UHRF1 binding – blocks human UHRF1 binding to methylated DNA; 370,000 tested, 0.75% active; inhibition, % at 4.4 µM; Q96T88; AID 687016; UHRF1 binding to methylated oligo, TR-FRET; in the data active = inhibition above about 21%;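 also: UHRF1 SRA domain binding a hemimethylated CpG hairpin DNA probe; 0% = median of test compound wells and 100% = reference inhibitor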
PLCg1 inh – PLC-gamma1 (human) inhibition, primary screen; 370,000 tested, 0.84% active; purified PLC-gamma1, fluorogenic substrate, fluorescence; inhibition, % at 12.2 µM; P19174; in the data active = inhibition above about 9.5%
ASAP1 GAP inh – inhibitors of human ASAP1 ArfGAP activity; Q9ULH1; inhibition, % at 16.5 µM; ASAP1-stimulated ARF1 GTP hydrolysis, GDP FP detection; 360,000 tested, 0.19% active; in the data active = inhibition above about 25%;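 also: 0% = vehicle with enzyme and substrate and 100% = no enzyme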
PLCb3 inh – blocks human PLC-beta3 enzyme activity; 370,000 tested, 0.18% active; Purified PLC-beta3, fluorogenic substrate, fluorescence; inhibition, % at 12.2 µM; in the data active = inhibition above about 11%;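 also: 0% = median of compound wells on plate and 100% = full blocker control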
ARFGAP1 inh – inhibitors of rat ARFGAP1 | Arfgap1-stimulated ARF1 GTP hydrolysis, GDP FP detection | inhibition, % at 16.5 µM | 360,000 tested, 0.26% active | AID 651572;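 active = inhibition above a per-plate limit, mean inhibition of low control wells plus 3 SD, cut at about 25% in these data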;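 also: 0% = DMSO wells with enzyme and 100% = wells lacking Arfgap1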
Target sequence (Q62848 1-136 limits assumed): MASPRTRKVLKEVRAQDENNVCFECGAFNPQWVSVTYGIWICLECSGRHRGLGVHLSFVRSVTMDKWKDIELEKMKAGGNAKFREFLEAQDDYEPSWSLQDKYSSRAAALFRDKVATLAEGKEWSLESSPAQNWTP
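Assay system: Rat Arfgap1 GAP domain (His6, aa 1-136), purified enzyme | Buffer or medium: HEPES 25 mM pH 7.5, NaCl 150 mM, MgCl2, DTT | Schedule: GTP hydrolysis reaction 2 h at 25 °C | Signal: FP of antibody-bound GDP Alexa 633 tracer, ex 620/em 688 nm | Measure: Percent inhibition of Arfgap1-stimulated GTP hydrolysis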
Rev-erbA mod – Rev-erb alpha (human) modulation | AID 1259318 | P20393 | Rev-erbα–FITC-DNA binding, fluorescence polarization, 90 min | 370,000 tested, 0.79% active | activity, % at 10 µM;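 active = activity above about 14%, limit read from the data; passing the limit was not always enough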;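 also: 0% = DMSO wells with 35 nM protein and 100% = DMSO wells with 750 nM protein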
Tn7 DDE FP – disrupts Tn7 cyclic peptide binding to fibrin D-Dimer-E complex; P02675; FP displacement of FITC-Tn7 peptide from fibrin DD(E); 0% = median of compound wells per plate; inhibition, % at 8.3 µM; 370,000 tested, 0.13% active;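 active = inhibition above the mean of compounds falling within the control limits plus 3 SD of them, cut at about 14% in these data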;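 also: 0% = plate median of compound wells and 100% = 10 µM Aha-Tn7 peptide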
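System: human fibrin DD(E); quantity: Fibrin-DD(E) at 2 µM final; also added: fluorescent Tn7 probe at 0.1 µM; compound dosing: single nominal test concentration of 8.3 µM per compound; schedule: 10 min preincubation, 3 h with tracer, room temperature; detection: fluorescence polarization of the labelled Tn7 tracer; repeats: one replicate per compound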
HGIII-sPLA2 inh – Inhibits HGIII-sPLA2 liposome hydrolysis, primary screen; Q9NZ20; QFRET BODIPY PC-A2 liposome hydrolysis, fluorescence; inhibition, % at 12.2 µM; 370,000 tested, 0.56% active;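 active = inhibition above mean plus 3 SD of compounds lying within the high and low control bounds, cut at about 19% in these data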;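 also: 0% = median of test compound wells and 100% = no enzyme DMSO wells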
Target sequence (Q9NZ20 whole entry, looked up): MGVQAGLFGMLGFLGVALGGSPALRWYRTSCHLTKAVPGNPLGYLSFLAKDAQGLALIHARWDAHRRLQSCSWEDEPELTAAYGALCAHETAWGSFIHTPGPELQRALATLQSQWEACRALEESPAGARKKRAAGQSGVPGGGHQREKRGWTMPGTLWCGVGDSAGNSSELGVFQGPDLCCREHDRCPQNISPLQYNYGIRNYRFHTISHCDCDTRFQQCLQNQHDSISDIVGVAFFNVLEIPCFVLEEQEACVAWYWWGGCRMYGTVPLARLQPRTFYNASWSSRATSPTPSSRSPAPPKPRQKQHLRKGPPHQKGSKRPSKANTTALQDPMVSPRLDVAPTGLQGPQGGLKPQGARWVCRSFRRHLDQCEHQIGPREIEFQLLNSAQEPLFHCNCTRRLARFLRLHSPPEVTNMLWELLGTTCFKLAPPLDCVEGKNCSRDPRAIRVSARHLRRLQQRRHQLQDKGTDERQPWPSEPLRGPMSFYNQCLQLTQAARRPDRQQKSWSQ
KLK7 zymogen act – activators of human kallikrein-7 zymogen; P49862; purified proKLK7, EDANS-DABCYL substrate fluorescence; 100% is mature enzyme control, 0% vehicle; activation, % at 7 µM; 370,000 tested, 0.9% active; AID 652039;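 active = activation above the mean of all tested compounds plus 3 SD, computed per campaign excluding outliers beyond control limits, cut at about 13% in these data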
* marks the source's active call; other numbers are inactive results; nt = not tested or not shown.

Tn7 DDE FP | PLCg1 inh | HGIII-sPLA2 inh | Tn6 DDE FP | UHRF1 binding | ARFGAP1 inh | ASAP1 GAP inh | PLCb3 inh | KLK7 zymogen act | Rev-erbA mod | mol
-3.5 | 1.3 | -3.3 | -3.3 | 0.7 | 4.2 | 7.9 | 1.8 | -0.4 | -3.7 | O=C(C1CCCN1S(=O)(=O)c1cccc2cccnc12)N1CCN(c2ccccc2)CC1 (centres undefined)
7.5 | -2.1 | -13.1 | 0.5 | -0.2 | -10.5 | -26.4 | -10.3 | 0.2 | 2.8 | O=C(CCNS(=O)(=O)c1ccc(OC(F)(F)F)cc1)N1CCN(S(=O)(=O)c2cccc(F)c2)CC1
3.4 | 2.1 | -7.5 | -11.4 | -0.4 | -5.3 | 4.8 | -5.0 | -0.2 | -3.6 | CCCN(S(=O)(=O)c1ccccc1F)S(=O)(=O)c1ccccc1Br
-5.2 | 2.8 | -14.7 | -0.4 | -0.7 | -7.0 | 9.1 | 3.3 | -0.1 | 5.3 | CC(=O)Nc1cccc(C(=O)OCc2ccc([N+](=O)[O-])cc2)c1
7.2 | -7.9 | 1.8 | 8.3 | -6.0 | 0.2 | -3.0 | -8.1 | 0.1 | 2.9 | CC(=O)Nc1sc(N/N=C\c2ccco2)nc1-c1cccs1
-2.0 | -0.2 | -8.8 | -3.8 | -1.5 | 0.3 | -6.0 | -0.7 | -0.1 | -1.3 | CC(=O)c1cccc(CN2CCC(C(=O)Nc3ccc(Oc4cccnc4)cc3)CC2)c1
2.4 | -1.1 | -3.3 | 0.5 | -0.1 | -2.1 | 2.1 | 6.0 | -0.1 | -1.2 | CCOC(=O)COc1nc(C)c(Br)c(OC)n1
-6.7 | -3.2 | -0.5 | -2.1 | -1.5 | 16.1 | -2.5 | -9.6 | -0.9 | 2.0 | COCCCNC(=O)c1ccccc1NS(=O)(=O)c1ccc(C)cc1

By substructure: the entries above with two or more sulfur atoms.
Tn7 DDE FP | PLCg1 inh | HGIII-sPLA2 inh | Tn6 DDE FP | UHRF1 binding | ARFGAP1 inh | ASAP1 GAP inh | PLCb3 inh | KLK7 zymogen act | Rev-erbA mod | mol
7.5 | -2.1 | -13.1 | 0.5 | -0.2 | -10.5 | -26.4 | -10.3 | 0.2 | 2.8 | O=C(CCNS(=O)(=O)c1ccc(OC(F)(F)F)cc1)N1CCN(S(=O)(=O)c2cccc(F)c2)CC1
3.4 | 2.1 | -7.5 | -11.4 | -0.4 | -5.3 | 4.8 | -5.0 | -0.2 | -3.6 | CCCN(S(=O)(=O)c1ccccc1F)S(=O)(=O)c1ccccc1Br
7.2 | -7.9 | 1.8 | 8.3 | -6.0 | 0.2 | -3.0 | -8.1 | 0.1 | 2.9 | CC(=O)Nc1sc(N/N=C\c2ccco2)nc1-c1cccs1

Further entries follow:
Tn7 DDE FP | PLCg1 inh | HGIII-sPLA2 inh | Tn6 DDE FP | UHRF1 binding | ARFGAP1 inh | ASAP1 GAP inh | PLCb3 inh | KLK7 zymogen act | Rev-erbA mod | mol
-4.8 | 0.5 | 2.1 | -0.5 | -0.3 | 3.1 | 0.7 | 1.8 | 0.3 | -6.3 | O=C(CN1C(=O)c2ccccc2C1=O)Nc1ccc2c(c1)OCO2
-4.7 | 8.6 | -5.8 | -1.3 | 3.9 | 2.5 | 11.3 | 8.5 | -0.1 | -1.6 | Cc1ccc(OCC(=O)c2ccc3c(c2)CCCC3)cc1C
1.3 | 4.8 | -10.0 | 3.3 | 5.4 | 9.2 | 3.0 | -6.4 | 0.4 | 0.0 | COc1ccc(-c2noc(N3CCC(C(=O)NCCCN4CC(C)CC(C)C4)CC3)n2)cc1 (centres undefined)
-7.1 | 1.6 | -1.4 | -7.0 | 2.5 | -0.1 | 18.4 | 1.7 | 1.0 | -6.1 | Nc1ncnc2c1ncn2[C@@H]1O[C@H](C(=O)N2CCSC2)[C@@H](O)[C@H]1O
3.8 | 1.4 | -4.9 | -1.0 | -0.7 | 1.7 | -4.5 | 2.1 | -0.3 | 2.1 | Cc1cccc(NC(=O)CCSc2nncn2C)c1
-0.7 | 5.4 | 2.8 | -2.6 | -16.6 | 1.2 | -6.1 | 2.5 | 0.2 | -3.3 | COc1ccc(OC)c(Nc2ccc(C(=O)O)cc2[N+](=O)[O-])c1
-4.2 | 0.3 | -9.7 | -0.5 | 0.1 | 2.3 | -4.0 | 2.5 | 0.9 | 4.3 | COc1ccc(CNS(=O)(=O)c2cc3c(cc2Cl)NC(=O)CO3)cc1
-5.8 | 3.8 | 2.6 | -2.3 | 3.0 | -11.8 | 6.8 | -4.8 | 0.1 | -4.1 | CCOC(=O)N1CCN(C(=O)c2ccc3ccccc3c2)CC1

In the list so far, 2 have a nitro group on carbon.
Tn7 DDE FP | PLCg1 inh | HGIII-sPLA2 inh | Tn6 DDE FP | UHRF1 binding | ARFGAP1 inh | ASAP1 GAP inh | PLCb3 inh | KLK7 zymogen act | Rev-erbA mod | mol
-5.2 | 2.8 | -14.7 | -0.4 | -0.7 | -7.0 | 9.1 | 3.3 | -0.1 | 5.3 | CC(=O)Nc1cccc(C(=O)OCc2ccc([N+](=O)[O-])cc2)c1
-0.7 | 5.4 | 2.8 | -2.6 | -16.6 | 1.2 | -6.1 | 2.5 | 0.2 | -3.3 | COc1ccc(OC)c(Nc2ccc(C(=O)O)cc2[N+](=O)[O-])c1

Other compounds follow:
Tn7 DDE FP | PLCg1 inh | HGIII-sPLA2 inh | Tn6 DDE FP | UHRF1 binding | ARFGAP1 inh | ASAP1 GAP inh | PLCb3 inh | KLK7 zymogen act | Rev-erbA mod | mol
6.0 | 3.8 | 1.6 | -6.6 | 0.3 | -7.4 | -4.3 | 1.9 | -0.2 | 2.5 | CC(Cc1ccccc1)NC(=O)C1(c2ccccc2)CCOCC1 (centres undefined)
-0.2 | 0.8 | -18.6 | -6.3 | -6.3 | -4.2 | -10.7 | 4.9 | 0.0 | 4.4 | COc1ccc([C@@H]2[C@@H]3C(=O)N(C(C)(C)C)C(=O)[C@@H]3[C@]3(CC(C)C)C(=O)N(c4ccccc4)C(=O)N23)cc1
-2.5 | 3.3 | -0.9 | -1.8 | -0.7 | 9.7 | 2.4 | -6.0 | 0.0 | -1.4 | CCOc1ccc2nc(N(CCN(CC)CC)C(=O)c3ccc([N+](=O)[O-])cc3)sc2c1
-4.6 | 0.1 | -11.3 | -2.1 | 29.0* | 5.8 | -0.3 | -1.6 | 0.1 | -6.7 | COc1ccc(S(=O)(=O)Nc2ccc3c(c2)C(=O)N([C@@H](C)CO)C[C@@H](C)[C@H](CN(C)C(=O)CCCN(C)C)OCCCC[C@H](C)O3)cc1
3.5 | 0.2 | -6.7 | -5.3 | -0.2 | nt | nt | 4.1 | 0.1 | 1.5 | COC(=O)[C@]12C[C@H](CC(=O)N3CCN(C(=O)C4CC4)CC3)C(=O)N(Cc3cccc4ccccc34)C1=C[C@H](C(C)C)O[C@@H]2C1CC1
-7.0 | -7.7 | -0.7 | 1.0 | 0.0 | 10.1 | -0.2 | -9.8 | -0.1 | 8.0 | CCC(=O)N1N=C(c2cccs2)CC1c1ccco1 (centres undefined)

Part of the list above, bar-delimited.
canonical_smiles | Tn7 DDE FP | PLCg1 inh | HGIII-sPLA2 inh | Tn6 DDE FP | UHRF1 binding | ARFGAP1 inh | ASAP1 GAP inh | PLCb3 inh | KLK7 zymogen act | Rev-erbA mod
COc1ccc([C@@H]2[C@@H]3C(=O)N(C(C)(C)C)C(=O)[C@@H]3[C@]3(CC(C)C)C(=O)N(c4ccccc4)C(=O)N23)cc1 | -0.2 | 0.8 | -18.6 | -6.3 | -6.3 | -4.2 | -10.7 | 4.9 | 0.0 | 4.4
COC(=O)[C@]12C[C@H](CC(=O)N3CCN(C(=O)C4CC4)CC3)C(=O)N(Cc3cccc4ccccc34)C1=C[C@H](C(C)C)O[C@@H]2C1CC1 | 3.5 | 0.2 | -6.7 | -5.3 | -0.2 | nt | nt | 4.1 | 0.1 | 1.5
